Screens: PubChem, Sanford-Burnham Center for Chemical Genomics
hIAP inh = human IAP inhibition. purified IAP, CDP-Star luminescence, 30 min. inhibition, % at 10 µM. actives 0.12% (n = 330,000);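 active = inhibition reaching a set limit with compound at 10 µM in the primary screen, cut at about 35% in these data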;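 note: plate controls were DMSO wells with enzyme for no effect and no-enzyme buffer wells for full effect; values of inactives mirror those of a sister screen read the other way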
mIAP block = blocks mouse intestinal alkaline phosphatase; AID 2806; inhibition, % at 10 µM; actives 0.2% (n = 330,000); purified mouse IAP, CDP-Star luminescence, 30 min;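 active = inhibition of at least 40% at 10 µM in the primary screen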;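 note: plate controls were DMSO with enzyme for no effect and no enzyme wells for full effect; values of inactives mirror those of a sister screen read the other way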
NALP3 yeast inh = blocks the NALP3 inflammasome reconstituted in yeast; Yeast reconstituted NLRP3/ASC/caspase-1, beta-gal luminescence, 24 h; inhibition, % at 10 µM; actives 0.39% (n = 330,000); AID 2825;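 active = inhibition of 50% or more; inactive = inhibition below 50%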;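 note: plate controls were induced DMSO wells for no effect and uninduced yeast grown without galactose for full effect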
hIAP activ = increases human intestinal alkaline phosphatase activity. activation factor at 10 µM. actives 0.16% (n = 330,000). purified human IAP, CDP-Star luminescence, 30 min; active compounds read high; 1 = vehicle-only enzyme, 0 = enzyme-free background. AID 2524;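 active = activation factor of the enzyme at least 2-fold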; note: the source names both 10 and 20 µM as test concentration; values of inactives mirror those of a sister screen read the other way
beta cell repl = induces beta-cell replication in MIN6 cells; MIN6 cells proliferation, ATPlite luminescence, 48 h; cells starved in 0.2% serum; 100% = growth in 10% serum; actives 0.29% (n = 330,000); proliferation, % at 10 µM;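 active = compounds whose signal lies at least 3.5 SD above the mean of all wells on their plate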;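 note: 0% = DMSO-treated cells in low-serum medium and 100% = 10% serum control; some compounds called inactive have numbers as strong as hits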
APOBEC3A inh = inhibitors of human APOBEC3A DNA deaminase. inhibition, % at 20 µM. actives 0.41% (n = 330,000). P31941. recombinant A3A, FAM/TAMRA ssDNA deamination fluorescence. AID 493011;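 active = at least 40% inhibition at 20 µM here, with at most 30% in a related deaminase screen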;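 note: plate controls were A3A with DMSO for no effect and wells lacking A3A enzyme for full effect; some results filed as inactive read as strong as hits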
Target sequence (P31941 whole entry, looked up): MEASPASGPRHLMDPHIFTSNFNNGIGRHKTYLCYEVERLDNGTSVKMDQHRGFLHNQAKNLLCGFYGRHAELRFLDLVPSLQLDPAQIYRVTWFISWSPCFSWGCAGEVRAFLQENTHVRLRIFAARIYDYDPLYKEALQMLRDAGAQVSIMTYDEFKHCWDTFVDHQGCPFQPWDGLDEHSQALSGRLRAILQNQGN
SENP1 FRET inh = SENP1 (human) catalytic domain inhibition. Q9P0U3. recombinant SENP1 catalytic domain, CyPet-SUMO1-YPet FRET cleavage. inhibition, % at 10 µM. actives 0.21% (n = 360,000);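 active = inhibition at least 30% at 10 µM, raw YFP signal under a set limit, fluorescence ratio 0.5 to 1.5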;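 note: 0% = enzyme with DMSO and 100% = no enzyme wells; some results filed as inactive read as strong as hits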
Target sequence (Q9P0U3 419-644 limits assumed): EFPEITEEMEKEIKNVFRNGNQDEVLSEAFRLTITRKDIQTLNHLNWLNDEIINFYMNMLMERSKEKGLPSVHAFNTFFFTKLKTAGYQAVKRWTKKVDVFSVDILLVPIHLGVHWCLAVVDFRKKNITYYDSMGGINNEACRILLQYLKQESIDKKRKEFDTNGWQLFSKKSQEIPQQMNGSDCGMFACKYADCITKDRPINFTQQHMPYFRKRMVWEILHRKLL
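Test system: human SENP1 catalytic domain; medium: Tris pH 8 buffer plus EDTA, NaCl, BME, BSA, NP40, catalase; incubation: 50 min reaction at room temperature; technique: FRET, CFP and YFP emission; controls: no-enzyme low control and enzyme-plus-DMSO high control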
mIAP act = increases mouse intestinal alkaline phosphatase activity | activation factor at 10 µM | muIAP, CDP-Star luminescence, 30 min; active compounds read high; 1 = vehicle-only enzyme signal, 0 = enzyme-free wells | actives 0.24% (n = 330,000);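 active = activation factor of at least 2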; note: the source names both 10 and 20 µM as test concentration; values of inactives mirror those of a sister screen read the other way
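System: Mouse IAP enzyme | Also added: CDP-Star substrate | Dosing: Compounds dispensed in DMSO | Schedule: 30 min enzyme-substrate-compound incubation at room temperature | Technique: Chemiluminescence readout | Control set: DMSO-only wells and no-enzyme negative control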
A3G deaminase = inhibitors of human APOBEC3G DNA deaminase. inhibition, % at 20 µM. recombinant A3G, ssDNA deamination FAM/TAMRA fluorescence. actives 0.28% (n = 330,000). Q9HC16;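 active = inhibition of at least 40% at 20 µM, with no more than 30% in the related APOBEC3A deaminase screen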;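 note: plate controls were DMSO wells with A3G for no effect and wells lacking A3G enzyme for full effect; some compounds called inactive have numbers as strong as hits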
Target sequence (Q9HC16 whole entry, looked up): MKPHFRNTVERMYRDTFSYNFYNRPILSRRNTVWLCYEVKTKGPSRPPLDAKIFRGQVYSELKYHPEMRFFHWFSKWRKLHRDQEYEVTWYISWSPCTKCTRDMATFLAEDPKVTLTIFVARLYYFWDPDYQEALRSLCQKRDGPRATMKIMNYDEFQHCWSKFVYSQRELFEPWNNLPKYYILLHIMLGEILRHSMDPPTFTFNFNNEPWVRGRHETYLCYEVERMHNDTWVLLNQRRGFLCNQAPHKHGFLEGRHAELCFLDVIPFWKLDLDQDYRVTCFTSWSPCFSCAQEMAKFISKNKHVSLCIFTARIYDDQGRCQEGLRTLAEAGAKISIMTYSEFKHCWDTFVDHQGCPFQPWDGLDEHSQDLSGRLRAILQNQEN
* = called active by the depositor. Only part of the results is shown; rates above refer to the full screens.

nr	Structure	hIAP inh	mIAP block	NALP3 yeast inh	hIAP activ	beta cell repl	APOBEC3A inh	SENP1 FRET inh	mIAP act	A3G deaminase
1	O=C(Nc1nc2c(Br)cc(Br)cc2c(=O)s1)C1CCC1	4	6	15	0.96	-3	-2	1	0.94	-3
2	Cn1c(=O)c2[nH]c(NCC3CCCO3)nc2n(-c2ccccc2)c1=O (configuration not stated)	20	7	-5	0.8	2	5	-11	0.93	2
3	CCOC(=O)c1sc(NC(=O)CCCn2nc([N+](=O)[O-])cc2C)c(C(=O)OCC)c1C	-5	12	10	1	2	-6	3	0.88	-7
4	O=c1[nH]c(=O)n(Cc2ccccc2)c2c1CCC2	-8	2	17	1.1	-2	4	-1	0.98	6
5	COc1ccc(-c2cc(C(=O)Nc3cc(C)on3)no2)cc1	1	1	14	0.99	0	2	2	0.99	1
6	CC1CCCN(C(=O)c2ccc(NS(=O)(=O)c3ccc4[nH]c(=O)[nH]c4c3)cc2)C1 (configuration not stated)	9	3	21	0.91	2	0	2	0.97	-10
7	c1csc(C(c2nnnn2C2CCCC2)N2CCCC3(CCCCC3)C2)c1 (configuration not stated)	2	-20	-18	0.98	0	-2	-1	1.2	-3
8	C=CCNC(=O)/C(C#N)=C/c1c(C)nn(-c2ccccc2)c1Cl	-4	10	34	1	-3	4	-2	0.9	-4
9	CCn1cc(C(=O)NCCC(=O)NCCCO)c(=O)c2cc3c(cc21)OCO3	-2	1	20	1	2	5	2	0.99	-5
10	CCCNC(=O)C1CCN(c2cc(-c3ccccc3)nc3ncnn23)CC1	2	6	-5	0.98	-2	-4	-1	0.94	-13
11	CC(OC(=O)Cc1c[nH]c2ccccc12)C(=O)Nc1ccccc1F (configuration not stated)	-10	-1	7	1.1	6	0	2	1	-5
12	CCn1cc(/C=C/C(=O)NCc2c(C)nn(C)c2C)cn1	-10	4	7	1.1	0	0	2	0.96	-3
13	CC1(C)Oc2ccccc2OC1(O)c1ccc2ccccc2n1 (configuration not stated)	-6	-5	29	1.1	0	4	0	1	-4
14	Cc1cccc(N2CCN(C(=O)C3CCC(CNS(=O)(=O)c4cccs4)CC3)CC2)c1C (configuration not stated)	3	1	-5	0.97	0	-1	0	0.99	-7
15	CNC(=S)N/N=C/c1ccc(C(C)C)cc1	-1	-2	23	1	0	2	-1	1	4

More entries
nr	Structure	hIAP inh	mIAP block	NALP3 yeast inh	hIAP activ	beta cell repl	APOBEC3A inh	SENP1 FRET inh	mIAP act	A3G deaminase
16	O=C(NC(=S)Nc1cccc2ncccc12)c1cccs1	-3	15	-27	1	2	2	-2	0.85	-3
17	O=C(Cc1cccs1)Nc1nnc(C2CC2)s1	-6	-9	16	1.1	1	1	-2	1.1	-1
18	CC(OC(=O)c1ccc(F)c(S(=O)(=O)N2CCOCC2)c1)C(=O)NC1CCCC1 (configuration not stated)	-2	-6	-3	1	-1	3	2	1.1	4
19	Cc1ccc(-n2cc(-c3ccccc3)[nH]c2=O)cc1F	2	-12	1	0.98	-1	-1	-5	1.1	1
20	CCc1ccc2oc(C(=O)NCc3ccncc3)c(C)c2c1	24	9	27	0.76	-2	-3	2	0.91	-6
21	Cc1ccnc(Nc2nc3ccccc3s2)n1	-37	9	54*	1.4	-4	-2	0	0.91	-7
22	CC12CN3CC(C)(CN(C1)C3c1ccccc1Cl)C2O (configuration not stated)	-5	3	13	1	0	-1	3	0.97	0
23	Cc1onc(-c2ccccc2Cl)c1C(=O)N/N=C(\N)COc1ccc(Cl)cc1	-36	-2	-1	1.4	-3	-4	5	1	-3
24	O=C(NCc1ccccc1CN1CCCC1)c1cccc(S(=O)(=O)N2CCCC2)c1	8	12	-1	0.92	1	-5	-5	0.89	-6
25	COc1ccc(-c2cn3cccnc3n2)cc1NC(=O)c1cccs1	-4	3	20	1	-2	-4	0	0.97	-5
26	Cc1onc(-c2ccccc2Cl)c1C(=O)OCC(=O)Nc1cccc(S(=O)(=O)N(C)C)c1	6	-11	-4	0.94	-2	4	-1	1.1	-7
27	COC(=O)c1ccc(NC(=O)c2ccccc2-c2ccccc2C(=O)O)cc1	-2	-6	17	1	-2	2	2	1.1	-10
28	Cc1cc(C(=O)OCC(=O)NC2CCCC(C)C2C)c(C)o1 (configuration not stated)	-4	-5	22	1	1	2	-2	1.1	-5
29	CCOc1ccc(CN(C(=O)c2cc3ccccc3oc2=O)C2CCS(=O)(=O)C2)cc1 (configuration not stated)	-3	-4	22	1	2	1	-1	1	-3
30	CCCN(CCC)C(=O)CP(=O)(c1ccccc1)c1ccccc1	13	-4	-6	0.87	-3	3	1	1	0

Limited to APOBEC3A inh, A3G deaminase and SENP1 FRET inh, for 2 of the compounds above:
No.	structure	APOBEC3A inh	A3G deaminase	SENP1 FRET inh
20	CCc1ccc2oc(C(=O)NCc3ccncc3)c(C)c2c1	-3	-6	2
21	Cc1ccnc(Nc2nc3ccccc3s2)n1	-2	-7	0

Going on with the list.
nr	Structure	hIAP inh	mIAP block	NALP3 yeast inh	hIAP activ	beta cell repl	APOBEC3A inh	SENP1 FRET inh	mIAP act	A3G deaminase
31	CCOC(=O)C(Sc1ncn[nH]1)c1ccccc1 (configuration not stated)	-1	2	16	1	0	0	2	0.98	-3
32	CC(C)(C)c1cc(NC(=O)c2ccc(OC3CCCC3)cc2)no1	-13	-5	1	1.1	-1	-1	3	1.1	-5
33	O=S(=O)(c1ccc(F)cc1)N1CCN(CC(O)COCC2CCCO2)CC1 (configuration not stated)	5	1	10	0.95	4	0	1	0.99	2
34	CCC(C)/C(C)=N/NC(=O)CSc1nc2ccccc2[nH]1 (configuration not stated)	9	7	8	0.91	-2	2	0	0.93	1
35	CCc1c(C(=O)NCCc2ccc(OC)c(OC)c2)[nH]c(C)c1C(C)=O	8	-4	-5	0.92	-2	2	4	1	1
36	Cc1cc([N+](=O)[O-])nn1Cn1nc([N+](=O)[O-])cc1C	-13	-10	16	1.1	-1	3	2	1.1	-5
37	O=C(CSc1nc(O)cc(=O)n1-c1ccc(Cl)c(Cl)c1)Nc1ccc(Cl)cc1Cl	10	22	15	0.91	-3	3	-1	0.79	-7
38	CCN1C(=O)CC(N2CCN(c3ccc(C(=O)c4ccccc4)cc3)CC2)C1=O (configuration not stated)	1	4	10	0.99	-1	0	2	0.96	-3
39	Cc1ccc(C(=O)NCCCNC(=O)c2ccco2)cc1C	-2	-2	4	1	-3	-4	-1	1	-10
40	CC(C)Cc1nnc(NC(=O)c2ccc3c(=O)n4c(nc3c2)CCC4)s1	-7	6	-6	1.1	-3	-2	-7	0.94	-7
41	COC(=O)CN1C(=O)C(O)(CC(=O)c2cccc(Br)c2)c2ccccc21 (configuration not stated)	-4	0	-3	1	-5	6	-1	1	2
42	Cc1c(Br)cc(C(=O)OC2CCN(C)CC2)c(C)c1C	11	-2	20	0.89	-4	-3	0	1	-5
43	Cc1ccc(-n2c(=O)c3sccc3n(CC(=O)NCC3CCCO3)c2=O)cc1F (configuration not stated)	-10	4	-6	1.1	-1	-4	0	0.96	-8
44	CN(C)Cc1nc2ccccc2c(=O)n1CC#N	-8	0	4	1.1	-3	3	-2	1	-1
45	CC(OC(=O)Cn1nnc2ccccc21)C(=O)NC1CCCC1 (configuration not stated)	-2	5	15	1	-2	-1	5	0.95	-4

The closing 2 records of the section before are carried over, then new ones follow.
nr	Structure	hIAP inh	mIAP block	NALP3 yeast inh	hIAP activ	beta cell repl	APOBEC3A inh	SENP1 FRET inh	mIAP act	A3G deaminase
44	CN(C)Cc1nc2ccccc2c(=O)n1CC#N	-8	0	4	1.1	-3	3	-2	1	-1
45	CC(OC(=O)Cn1nnc2ccccc21)C(=O)NC1CCCC1 (configuration not stated)	-2	5	15	1	-2	-1	5	0.95	-4
46	O=C(COC(=O)c1cnc(Cl)c(Cl)c1)NC1CC1	2	-11	12	0.98	2	-5	-1	1.1	-5
47	C[C@H]1CN([C@@H](C)CO)C(=O)Cc2cc(NC(=O)CCC(F)(F)F)ccc2O[C@H]1CN(C)Cc1ccc(-c2ccccc2)cc1	8	-9	15	0.92	-6	-1	3	1.1	-7
48	O=C(COc1ccccc1)OCc1csc(Nc2ccccc2)n1	11	0	-9	0.89	2	-3	0	0.99	-6
49	CC1CCCCC1NC(=O)c1ccco1 (configuration not stated)	-3	6	19	1	6	-2	1	0.94	-6
50	CC(=C/C(=O)O)/C=C/c1ccco1	5	-5	19	0.95	3	-7	-4	1	-8
51	COc1ccccc1NC(=O)c1ccccc1C(=O)O	4	7	18	0.96	3	-1	5	0.93	-2
52	COC(=O)c1ccccc1NC(=O)Cn1c(SC)c(F)cnc1=O	-20	0	-1	1.2	-2	25	3	1	6
53	O=C(O)CCC(=O)NNC(=O)CCC(=O)NCc1ccccc1	-9	-7	16	1.1	0	-3	1	1.1	-3
54	O=C(CCC(=O)c1ccc(Cl)s1)Nc1ncccc1O	10	10	1	0.9	1	-3	-13	0.9	-8
55	O=C(c1ccc(F)cc1)C1CCN(Cc2cn[nH]c2-c2ccccc2)CC1	-15	2	5	1.1	1	-5	1	0.98	-7
56	CS(=O)(=O)N(CC(=O)NCCSCc1ccccc1)c1ccccc1Br	-32	-4	9	1.3	-4	-5	1	1	3
57	COc1ccc(CN(C)C(=O)c2oc3ccccc3c2CSC)cc1F	12	12	10	0.88	-3	-4	0	0.88	-12
58	CC(Nc1ccccc1)C(=O)Nc1ccc(F)cc1 (configuration not stated)	6	2	12	0.94	2	0	1	0.98	-6
59	NS(=O)(=O)c1ccc(NC(=O)CCCCC(=O)Nc2ccc(S(N)(=O)=O)cc2)cc1	-3	-3	-5	1	-3	-4	-2	1	-7
60	CC(=O)N1CCN(c2ccccc2NC(=O)c2ccc3ccccc3c2)CC1	-2	-5	0	1	0	-5	3	1	1
